# Screening results deposited in PubChem by Broad Institute.
# LGR2 antag: Drosophila LGR2 receptor signaling inhibition. 380,000 compounds, 0.35% hits. HEK293 LGR2, CRE-luciferase, bursicon-stimulated, 4 h. inhibition, % at 9.99 µM;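 active means drop in luminescence signal, shown as inhibition above about 50% in the replicate tests, limit read from the data, passing the limit was not always enough; inconclusive means probably only some replicates passing the limit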;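 further: agonist challenge used bursicon conditioned medium at about half maximal strength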
# ERAP1 inh: blocks human ERAP1 aminopeptidase activity | Q9NZ08 | recombinant ERAP1, Leu-AMC fluorescence, 60 min | inhibition, % at 10.7 µM | 340,000 compounds, 0.15% hits;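 active means mean replicate inhibition of at least 30%, or all replicates individually reaching that 30% level; inactive means mean below 30% and not every replicate reaching it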;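 further: 0% = neutral control wells and 100% = L-leucinethiol positive control wells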
# Target sequence (Q9NZ08 whole entry, looked up): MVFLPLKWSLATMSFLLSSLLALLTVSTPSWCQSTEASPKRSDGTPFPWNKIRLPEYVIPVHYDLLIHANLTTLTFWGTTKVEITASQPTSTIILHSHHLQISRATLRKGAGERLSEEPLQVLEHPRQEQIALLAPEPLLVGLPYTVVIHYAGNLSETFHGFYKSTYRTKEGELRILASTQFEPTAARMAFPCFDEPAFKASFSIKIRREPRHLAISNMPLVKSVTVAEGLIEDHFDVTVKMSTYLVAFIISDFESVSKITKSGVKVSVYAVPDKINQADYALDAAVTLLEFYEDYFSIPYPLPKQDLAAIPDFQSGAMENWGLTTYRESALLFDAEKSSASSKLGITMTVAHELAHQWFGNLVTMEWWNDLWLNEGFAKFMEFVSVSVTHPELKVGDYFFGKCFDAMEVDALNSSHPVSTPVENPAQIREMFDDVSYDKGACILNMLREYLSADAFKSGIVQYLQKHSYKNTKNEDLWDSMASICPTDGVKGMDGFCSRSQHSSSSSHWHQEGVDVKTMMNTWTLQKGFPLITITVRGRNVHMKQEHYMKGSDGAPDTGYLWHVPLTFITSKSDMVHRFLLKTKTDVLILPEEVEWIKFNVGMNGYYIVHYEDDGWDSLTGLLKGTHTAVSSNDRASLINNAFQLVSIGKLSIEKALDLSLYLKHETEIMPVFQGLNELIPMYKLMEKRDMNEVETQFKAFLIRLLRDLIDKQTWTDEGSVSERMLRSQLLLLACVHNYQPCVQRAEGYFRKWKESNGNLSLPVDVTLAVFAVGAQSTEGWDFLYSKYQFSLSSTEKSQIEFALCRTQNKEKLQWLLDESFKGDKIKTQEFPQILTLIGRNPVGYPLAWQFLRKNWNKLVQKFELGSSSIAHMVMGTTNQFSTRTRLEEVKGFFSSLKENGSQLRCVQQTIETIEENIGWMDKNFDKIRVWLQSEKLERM
# PGC1a acetyl inh: lowers PGC1a acetylation signal in U2OS cells; AlphaScreen anti-acetyl-lysine; with virally co-expressed GCN5 acetyltransferase; inhibition, % at 15.6 µM; 350,000 compounds, 0.17% hits;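 active means every replicate shows inhibition of at least 40%; inconclusive means mean inhibition at least 40% but some replicate below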;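 further: 0% = neutral control wells and 100% = positive control wells; some results beyond the cut were filed as inactive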
# SIRT5 inh: blocks human SIRT5 desuccinylation of peptide. 330,000 compounds, 1.1% hits. Purified SirT5, succinyl-peptide AMC, trypsin-coupled fluorescence. inhibition, % at 15 µM. AID 652115. Q9NXA8; in the data active means inhibition above about 15%; inconclusive means no clear call, values can overlap the other calls
# S100A4 MyoIIA: S100A4-myosin IIA interaction inhibition; AID 652163; P26447; S100A4/TAMRA-MyoIIA peptide fluorescence polarization; 360,000 compounds, 0.14% hits; inhibition, % at 10.7 µM;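 active means mean inhibition of at least 70% across replicates, with every replicate also reaching that level; inconclusive means mean inhibition reaches 70% but some replicates fall short; inactive means mean inhibition below 70%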
# Target sequence (P26447 whole entry, looked up): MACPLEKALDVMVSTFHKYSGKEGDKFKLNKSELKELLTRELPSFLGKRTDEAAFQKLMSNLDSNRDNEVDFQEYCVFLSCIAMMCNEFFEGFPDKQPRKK
#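 incubation = readout 5 min after mixing, signal stable up to 60 min | system = S100A4 monomer protein | buffer or medium = HEPES pH 7.2 with CaCl2, KCl, NaCl, DTT, Triton | benchmarks = neutral control DMSO, positive control TFP | also added = fluorescent myosin IIA peptide, 5 nM | compound dosing = one concentration per compound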
# Statin myotox sup: suppression of simvastatin myotoxicity | AID 602340 | rescue of ATP level, % at 7.49 µM | 330,000 compounds, 0.78% hits | C2C12 myotubes + simvastatin, ATP luminescence, 48 h; scaled: DMSO 0, geranylgeraniol control 100;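 active means mean ATP rescue above about 67%, or every replicate alone reaching that limit, limit read from the data, passing the limit was not always enough; inconclusive means no clear call, values can overlap the other calls; inactive means mean under the limit and some replicate under it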;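 further: myotubes were challenged with 10 µM simvastatin during compound exposure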
# Xi reactivation: reactivates the inactive X chromosome in mouse fibroblasts | XiGFP mouse fibroblasts, % GFP-positive cells imaging, 3 d; cells co-treated with 5-aza-dC sensitizer; scaled so ellipticine positive control = 100% | activation, % at 7.58 µM | 360,000 compounds, 0.055% hits;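 active means mean normalized replicate activation at least 10% and every replicate at or above 10%; inconclusive means only one of the two criteria met; inactive means mean below 10% and not all replicates reach 10%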;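 further: 0% = median of on-plate neutral control wells and 100% = ellipticine 6 µM median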
#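 System: 68-5-11 XiGFP fibroblast line; Timing: 3 days compound exposure; Compound dosing: one concentration, pinned; Benchmarks: positive control ellipticine, 6 µM final; Buffer or medium: DMEM containing 5-aza-dC.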
# Cneo AK release: causes C. neoformans cell lysis; adenylate kinase release luminescence, 4 h; normalised: neutral wells 0, clomiphene wells 100; lysis activity, % at 15 µM; 360,000 compounds, 0.2% hits;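 active means mean lysis activity across replicates of at least 80%, whatever share of replicates individually reach that level; inactive means mean lysis activity below 80%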
#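 Material: C. neoformans cells | Amount: Yeast cell density of 5 × 10^6 cells/mL | Medium: Fresh YPD growth medium | Dosing: Single dose | Times: Static 4 h at 37 °C with compound, 1 h detection | Detection: AK luminescence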
# Starred values were filed as active, the others as inactive; u = inconclusive; x = no result given; & = joins results of further samples. A portion of the library; the hit share may differ from the screen's.
SMILES,LGR2 antag,ERAP1 inh,PGC1a acetyl inh,SIRT5 inh,S100A4 MyoIIA,Statin myotox sup,Xi reactivation,Cneo AK release
NC(N)=Nc1nc(CSCC/C(N)=N/S(N)(=O)=O)cs1,8,-1,-7,-2,0,7,0.0,0
O=C(NC(=S)NCCSc1ccccc1)c1cccnc1,-11,8,x,-4,4,x,0.3,x
CNC(=O)c1c(NC(=O)c2cccc(C)c2)sc2c1CCC2,-52,-1,-10,5,-4,-5,0.0,0
S=C1NCN(CCc2ccccc2)CN1Cc1ccccc1,5,1,11,-10,15,14,0.4,5
CNC(=O)OCc1nc(SC2CCCCO2)n(C)c1COC(=O)NC (configuration not stated),7,-2,x,x,0,x,1.0,x
C[C@H]1CN([C@@H](C)CO)C(=O)CCCn2cc(nn2)CO[C@H]1CN(C)S(=O)(=O)c1ccc(Cl)cc1,-1,x,u,x,x,3,0.1,x
C[C@@H]1CC[C@]2(C(=O)O)CC[C@]3(C)C(=CCC4[C@@]5(C)CC[C@H](O)[C@@](C)(C(=O)O)C5CC[C@]43C)C2[C@]1(C)O (some centres not stated),-3,-1,x,-1,-9,-17,0.1,-2
Cc1cccc(CS(=O)(=O)c2ncc(CO)n2C)c1,8,-3,x,-3,1,-4,0.1,4
C[C@@H]1CN([C@H](C)CO)C(=O)c2cc(C#CC3CCCCC3)cnc2O[C@H]1CN(C)Cc1cccnc1,-24&3,-2&0&1,13&-11&-5,-1&1&12,-1&-8&-11,-1&23&22,0.1&0.0,4&-15&-1
CC1CCN(c2ccc([N+](=O)[O-])cc2C(=O)N2CCOCC2)CC1,8,3,7,3,12,-1,0.0,3
CC(=O)c1ccc(NC(=O)c2sc3nc(N4CCOCC4)c4c(c3c2N)CCCC4)cc1,-34,-1,-24,7,45,-17,0.0,0
Cc1cc2oc(C(=O)N3CCN(Cc4ccccc4)CC3)c(C)c2cc1C,-48,-4,x,6,-4,x,-0.2,x
CCNc1nc(NCC)nc(N(C#N)CCOc2ccccc2)n1,-4,24,x,0,-3,x,0.2,x
Cc1ccc(S(=O)(=O)N2CCN(C(=O)Cc3ccsc3)CC2)c(C)c1,0,2,-6,-2,-1,x,0.0,0
C[C@@H]1CN([C@H](C)CO)C(=O)c2cc(NS(C)(=O)=O)ccc2O[C@H]1CN(C)Cc1ccc(-c2ccccc2)cc1,-18,1,5,1,9,-1,0.1,0
CCCc1cn(CC[C@@H]2CC[C@@H](NS(=O)(=O)c3ccccc3Cl)[C@H](CO)O2)nn1,-1,2,2,1,59,2,0.7,1
Cc1cc(C)n(C(=O)c2ccc(S(=O)(=O)NCC3CCCO3)cc2)n1 (configuration not stated),28,x,2,x,x,112*,x,-3
CO[C@@H]1CN(C)C(=O)c2cc(NC(=O)c3cccc(F)c3)ccc2OC[C@H](C)NC[C@H]1C,-5,-5,1,3,0,22,-0.1,0
O=C(O)/C=C/C(=O)Nc1cccc2c1-c1ccccc1C2=O,-12,1,2,-4,3,x,-0.1,x
COc1ccc(N2C(=O)CC(NNC(=O)c3ccco3)C2=O)cc1 (configuration not stated),15,0,0,-2,-1,8,0.4,2
Cc1cc(NC(=O)C(=O)NCCN2CCN(S(C)(=O)=O)CC2)ccc1Br,9,-1,2,1,-1,x,1.0,x
CNC(C)C#Cc1ccc2sc3cccc(OC)c3c(=O)c2c1 (configuration not stated),-26,-4,x,-3,5,-8,0.0,-2
CC(=NNC(=O)C(C)SC(C)C(=O)NN=C(C)c1cccnc1)c1cccnc1 (configuration not stated),-5,1,12,-4,-3,0,0.1,2
CCC(=O)Nc1ccc2c(c1)OC[C@H](C)N(C(=O)Cc1ccccn1)C[C@H](C)[C@H](OC)CN(C)C2=O,-4,3,-3,0,-2,7,0.2,-1

# In the list so far, these contain an aryl methoxy group:
SMILES,LGR2 antag,ERAP1 inh,PGC1a acetyl inh,SIRT5 inh,S100A4 MyoIIA,Statin myotox sup,Xi reactivation,Cneo AK release
COc1ccc(N2C(=O)CC(NNC(=O)c3ccco3)C2=O)cc1 (configuration not stated),15,0,0,-2,-1,8,0.4,2
CNC(C)C#Cc1ccc2sc3cccc(OC)c3c(=O)c2c1 (configuration not stated),-26,-4,x,-3,5,-8,0.0,-2

# (next part)
SMILES,LGR2 antag,ERAP1 inh,PGC1a acetyl inh,SIRT5 inh,S100A4 MyoIIA,Statin myotox sup,Xi reactivation,Cneo AK release
CCC(C)CCN1C(Nc2ccccc2)=NC[C@@H]1Cc1ccccc1 (some centres not stated),-30,x,x,x,-1,-56,-0.1,0
Cc1nnc(N/N=C/c2ccc(O)c([N+](=O)[O-])c2)[nH]c1=O,7,x,-6,x,x,x,0.1,-2
Cn1ccc2c(-c3ccc(F)cc3)cc3c(c21)C1CCC3C1 (configuration not stated),-1,12,-19,x,5,-9,0.1,1
CCOc1ccc(S(=O)(=O)N2CCC(C(=O)NCC3CCCO3)CC2)cc1Cl (configuration not stated),7,1,1,-6,-11,x,0.1,0
O=C(NCC1CCCCC1)[C@@H]1N[C@@H]2c3ccc(-c4ccccc4F)c(=O)n3C[C@@H]2[C@H]1CO,-8,0,x,7,-20,-51,0.1,-18
CN(C)c1ccc(C(=O)C=Cc2ccc([N+](=O)[O-])cc2)cc1,-19,0,x,-2,-3,27,0.0,-1
CCCN(C)C[C@@H]1Oc2ncc(C#Cc3ccc(OC)cc3)cc2C(=O)N([C@@H](C)CO)C[C@@H]1C,-4,1,-9,8,0,5,-1.1,34
N/C(CCS(=O)(=O)c1ccc(Cl)cc1)=N\OC(=O)c1ccccc1C(F)(F)F,7,18,x,-1,-6,x,0.1,x
C[C@H](O)C#Cc1cnc2c(c1)C(=O)N([C@H](C)CO)C[C@H](C)[C@@H](CN(C)C(=O)Nc1ccc(F)cc1)O2,7,2,9,-5,10,14,-0.9,0
Cc1ccn2c(-c3csc(Nc4ccc(C(=O)O)cc4)n3)c(C)nc2c1,-1,-10,8,x,2,-3,0.0,-1
CC(C)NC(=O)N(C)C[C@@H]1Oc2ccc(NC(=O)C3CCCCC3)cc2C(=O)N([C@H](C)CO)C[C@@H]1C,9,-1,x,x,-4,2,0.3,-9
CC(=O)Nc1ccccc1OCC(O)CS(=O)(=O)c1ccc(C(F)(F)F)cn1 (configuration not stated),4,-11,-5,-2,-5,3,0.0,1
COc1ccc(-c2nnc(SCC(=O)N3CCCCC3)o2)cc1OC,-1,1,4,-1,7,-4,0.1,0
Cc1cc(C(F)(F)F)nc(-n2cc(-c3cccc(N)c3)nn2)n1,x,1,x,-1,0,x,0.0,x
N#Cc1ccc(OC(=O)Cc2ccsc2)cc1,6,-1,-6,-2,-1,-2,0.1,-1
COc1cccc(-c2cnc3c(c2)C(=O)N([C@H](C)CO)C[C@@H](C)[C@@H](CN(C)Cc2cccnc2)O3)c1,0,-2,9,-7,7,9,-1.1,-2
Cc1cccc(N2CCN(C(=O)CN3C(=O)C4CC=CCC4C3=O)CC2)c1C (configuration not stated),-36,10,-5,-1,3,-3,0.1,-1
O=C(C[C@@H]1CC[C@H]2[C@@H](COC[C@H](O)CN2Cc2ccc(Cl)cc2)O1)Nc1nccs1,26,3,6,0,-1,34,-0.2,57
CCOc1ccc(CCNC(=O)COC(=O)c2nc(Cl)ccc2Cl)cc1OCC,-1,3,x,2,0,10,0.3,3
COc1cc(/C=C/C(=O)O)cc(OC)c1O,-3,1,-2,0,2,7,-0.1,0
Nc1nnn(CC(=O)N/N=C/c2ccc(O)cc2)n1,18,0,-1,10,6,8,0.0,2
COc1ccc(CN(C)C[C@H]2OCCCC[C@@H](C)Oc3ccc(NS(=O)(=O)c4ccccc4)cc3C(=O)N([C@@H](C)CO)C[C@@H]2C)cc1,-7,1,-7,-3,-24,x,0.2,6
C[C@H](O)C#Cc1cnc2c(c1)C(=O)N([C@H](C)CO)C[C@H](C)[C@H](CN(C)C(=O)c1ccccc1)O2,-4,0,-6,-1,6,11,-0.6,0
COc1ccc(C(=O)Nc2nnc(S(=O)(=O)N3CCCCCC3)s2)cc1OC,x,1,-8,3,-2,-3,0.0,-2
O=C(C[C@@H]1C[C@@H]2c3cc(NC(=O)Cc4ccncc4)ccc3O[C@@H]2[C@H](CO)O1)NCc1ccccc1,8,4,3,-2,-8,14,0.3,0
COc1ccc(NC(=O)CN2C(=O)COc3ccc(S(=O)(=O)N4CCOCC4)cc32)cc1Cl,0,-2,7,1,0,55,0.0,7
O=C(Nc1ccccc1F)N1CCc2ccccc2C1,-56,3,x,0,-2,1,0.3,-3
O=C(N[C@@H]1CC[C@H](CCNC(=O)C2CCCC2)O[C@@H]1CO)c1ccncc1,-11,0,3,1,9,2,-0.3,0
COC(=O)C[C@@H]1C[C@H]2c3cc(NS(C)(=O)=O)ccc3O[C@H]2[C@H](CO)O1,x,1&-2,-7&7,1&7,-1&3,11,0.2&0.1,0
CC1Cc2ccccc2N1C(=O)CSc1nnc(-c2ccc(S(=O)(=O)N3CCCC3)cc2)n1C (configuration not stated),-5,x,-6,x,x,-1,-0.1,0
CC1(C)CC(Cc2ccccc2C(F)(F)F)N(C(=O)OC(C)(C)C)C1 (configuration not stated),-7,-3,x,x,-1,x,-0.2,x
N#Cc1cccc(-c2ccc(C3[C@H]4CNC[C@@H]3N4C(=O)Nc3ccc(Cl)cc3)cc2)c1 (some centres not stated),-4&-2,8&3,-11&-6,3&2,-24&0,x,0.1&0.1,x
COc1ccc(C)cc1NC(=O)c1ccc2c(SCC(=O)O)c3c(nc2c1)CCCC3,8,-2,5,6,9,9,0.0,x
CCn1c(COc2cccc(OC)c2)nnc1SCC(=O)Nc1cc(OC)ccc1OC,3,3,-11,-2,-1,2,x,6
O=C(Nc1ccc(N2CCOCC2)c(S(=O)(=O)Nc2ccccc2Cl)c1)c1ccc(=O)[nH]n1,0,-5,-2,-2,-3,-12,0.1,-2
CCCCOc1ccc(/C=N/NC(=O)C2CCCNC2=O)cc1 (configuration not stated),10,x,x,2,0,x,0.4,x

# Continued (2 carried over from the part before).
SMILES,LGR2 antag,ERAP1 inh,PGC1a acetyl inh,SIRT5 inh,S100A4 MyoIIA,Statin myotox sup,Xi reactivation,Cneo AK release
O=C(Nc1ccc(N2CCOCC2)c(S(=O)(=O)Nc2ccccc2Cl)c1)c1ccc(=O)[nH]n1,0,-5,-2,-2,-3,-12,0.1,-2
CCCCOc1ccc(/C=N/NC(=O)C2CCCNC2=O)cc1 (configuration not stated),10,x,x,2,0,x,0.4,x
S=C(NCCc1ccc(Cl)cc1)NC1CCCC1,-45,0,5,-1,0,x,0.2,x
CC(C)n1c(=S)[nH]c2cc(C(F)(F)F)ccc21,x,x,8,0,-4,-8,0.0,0
COc1ccc2cc(CCNC(=O)c3cccs3)c(=O)[nH]c2c1,-35,-1,2,1,-2,0,0.0,1
CC(C)[C@H](N[C@@H](C)c1ccccc1)c1c(O)ccc2ccccc12,-3,2,x,-4,3,31,0.0,0
C[C@@H]1CCCCO[C@H](CN(C)C(=O)CCC(F)(F)F)[C@@H](C)CN([C@H](C)CO)C(=O)c2cc(NS(=O)(=O)c3ccc(F)cc3)ccc2O1,-1,4,0,4,35,x,0.0,4
C[C@H]1CN([C@@H](C)CO)C(=O)c2cc(/C=C/c3ccccc3)cnc2O[C@H]1CN(C)C(=O)CN1CCOCC1,6,x,2,x,x,42,-0.3,x
